FadD28 binding: M. tuberculosis FadD28 bisubstrate binding inhibition; FadD28 bisubstrate probe binding, fluorescence polarization; inhibition, % at 12.5 µM; 360,000 compounds, 0.22% hits; AID 588549; in the data active = inhibition above about 8.5%, passing the limit was not always enough; inconclusive = no clear call, values can overlap the other calls
BoNT-F LC inh: blocks Botulinum neurotoxin F light chain protease; Multiplex microsphere protease cleavage assay, flow cytometry; inhibition, % at 10 µM; 360,000 compounds, 0.22% hits; in the data active = inhibition above about 35%, passing the limit was not always enough; inconclusive = no clear call, values can overlap the other calls; also: plate controls were buffer without enzyme for full effect and enzyme alone for no effect
DUSP3 inh: DUSP3 (human) phosphatase inhibition; P51452; recombinant VHR phosphatase, pNPP absorbance; inhibition, % at 13.3 µM; 290,000 compounds, 0.52% hits; in the data active = inhibition above about 50%; also: some compounds called inactive have numbers as strong as hits
MazF activator: increases E. coli MazEF RNase cleavage of RNA; P0AE70; FAM/BHQ RNA-DNA oligo cleavage fluorescence, 5 h; activation, % at 20 µM; 350,000 compounds, 0.32% hits; AID 504720; in the data active = activation above about 50%
Target sequence (P0AE70 whole entry, looked up): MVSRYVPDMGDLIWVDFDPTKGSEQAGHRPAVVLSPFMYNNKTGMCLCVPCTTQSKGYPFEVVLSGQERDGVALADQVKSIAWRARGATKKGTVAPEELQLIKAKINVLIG
Rv3671c protease: inhibitors of M. tuberculosis serine protease Rv3671c. inhibition, % at 5.96 µM. AID 2606. P9WHR9. 320,000 compounds, 0.048% hits; in the data active = inhibition above about 38%;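 also: extracellular domain of Rv3671c used as enzyme; 0% = enzyme with DMSO and 100% = no enzyme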
Target sequence (P9WHR9 whole entry, looked up, the tested form may be a part): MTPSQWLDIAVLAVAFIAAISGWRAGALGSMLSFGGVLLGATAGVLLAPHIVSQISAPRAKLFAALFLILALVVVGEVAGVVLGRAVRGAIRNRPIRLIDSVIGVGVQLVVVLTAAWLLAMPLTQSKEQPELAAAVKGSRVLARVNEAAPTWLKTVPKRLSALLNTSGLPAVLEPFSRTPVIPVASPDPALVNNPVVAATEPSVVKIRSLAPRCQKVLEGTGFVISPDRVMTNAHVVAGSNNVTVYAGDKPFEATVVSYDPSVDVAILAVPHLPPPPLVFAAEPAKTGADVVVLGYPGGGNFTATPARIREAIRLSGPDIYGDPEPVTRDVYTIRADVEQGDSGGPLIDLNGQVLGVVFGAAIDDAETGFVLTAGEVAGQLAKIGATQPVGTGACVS
Mtb UGM inh: Mtb UDP-galactopyranose mutase inhibition. P9WIQ1. purified UGM, fluorescence polarization probe displacement. inhibition, % at 10 µM. 320,000 compounds, 0.06% hits. AID 504406; in the data active = inhibition above about 10%, passing the limit was not always enough; inconclusive = no clear call, values can overlap the other calls
Target sequence (P9WIQ1 whole entry, looked up): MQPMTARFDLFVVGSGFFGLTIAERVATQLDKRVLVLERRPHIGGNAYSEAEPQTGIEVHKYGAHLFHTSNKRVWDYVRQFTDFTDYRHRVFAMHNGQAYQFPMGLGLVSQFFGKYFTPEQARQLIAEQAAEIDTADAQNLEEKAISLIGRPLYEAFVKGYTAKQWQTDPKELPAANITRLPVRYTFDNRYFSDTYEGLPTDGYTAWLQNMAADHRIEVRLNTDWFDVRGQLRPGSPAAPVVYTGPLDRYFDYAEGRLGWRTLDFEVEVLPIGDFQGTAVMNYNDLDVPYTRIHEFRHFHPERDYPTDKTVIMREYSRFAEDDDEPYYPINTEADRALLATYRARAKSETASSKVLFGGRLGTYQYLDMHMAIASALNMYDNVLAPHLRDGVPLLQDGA
FBA Mtb inh: Mtb fructose-bisphosphate aldolase inhibition. P9WQA3. purified M. tuberculosis FBA, fluorescence read-out. inhibition, % at 1 µM. 360,000 compounds, 2.3% hits; in the data active = inhibition above about 27%;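 also: 0% = vehicle and 100% = reference inhibitor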
CCHFV vOTU inh: blocks the CCHF virus ovarian tumor domain protease | CCHFV vOTU protease, Pep-AMC fluorescence | inhibition, % at 11.5 µM | 370,000 compounds, 0.55% hits; also: 0% = vehicle wells with enzyme and 100% = no enzyme wells
Mtb BioA inh: inhibitors of Mycobacterium tuberculosis BioA enzyme; 360,000 compounds, 0.096% hits; purified M. tuberculosis BioA enzyme, plate reader; inhibition, % at 9.99 µM; in the data active = inhibition above about 40%; inconclusive = no clear call, values can overlap the other calls
GDH-TPI counter: GDH-TPI coupled enzyme inhibition counter-screen. GDH-TPI coupled enzyme counterscreen, NADH absorbance. AID 588335. 360,000 compounds, 1.2% hits. inhibition, % at 4.8 µM;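 also: 0% = DMSO wells and 100% = wells lacking the enzyme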
* hit, by the source's call; ? = inconclusive; . = not tested or not shown; & = joins results of further samples. Rule as the data show it, unless noted: active = inhibition above about 30%; inactive = the rest. An unsorted share of the library; about 4.9% have a hit in one of these screens.

SMILES	FadD28 binding	BoNT-F LC inh	DUSP3 inh	MazF activator	Rv3671c protease	Mtb UGM inh	FBA Mtb inh	CCHFV vOTU inh	Mtb BioA inh	GDH-TPI counter
CC(=O)c1ccc(OCc2ccc(Oc3c(Cl)cccc3[N+](=O)[O-])cc2)cc1	-3.0	-14	8	-7	-6	-0.6	-2	5	.	-7
Cc1cc(C)c(N(CC(=O)NCc2ccccc2)C(=O)c2csnn2)c(C)c1	-0.8	-2	15	8	-5	-2.2	2	-4	-3.3	11
CN(C(=O)CSc1nnc(-c2ccco2)o1)C1CCCCC1	-2.3	-3	19	6	4	0.8	1	15	2.2	0
CC(C(=O)O/N=C(\N)c1ccccn1)c1ccc([N+](=O)[O-])cc1 (stereo not drawn)	-1.1	9	6	0	-7	-1.7	-1	9	1.7	8
O=c1cnnc(N/N=C/c2ccccn2)[nH]1	0.1	-1	14	8	-3	-0.2	-2	1	-0.4	19
c1ccc2c(c1)Sc1ccccc1-n1cnnc1-2	-1.3	7	16	1	6	0.1	-1	2	-2.8	-5
Cc1c(C)c2ccc(OCC(=O)N3CCC(C(=O)O)(c4ccccc4)CC3)cc2oc1=O	-1.1	-3	4	2	8	1.0	140*	-49	7.3	14
COc1ccccc1N1CCN(Cc2cc(C)c(C)cc2O)CC1	0.5	-18	10	5	4	1.3	2	12	-3.7	1
NC(=O)C1CCN(C(=O)COc2ccc(Nc3ccccc3)cc2)CC1	-0.5	-9	27	8	3	0.3	-2	7	.	3
CC1CCCC(C)N1C(=O)CN1C(=O)NC2(CCOc3ccccc32)C1=O (stereo not drawn)	1.3	.	.	3	.	.	4	0	1.2	3
O=C(O)Cn1cnc2c(OCc3ccccc3)ncnc21	-3.1	0	.	10	3	-1.9	-1	-7	-1.3	-8
Cc1ccc(C(=O)COC(=O)CN2C(=O)C3C4C=CC(C4)C3C2=O)cc1[N+](=O)[O-] (stereo not drawn)	-0.7	9	8	-6	-12	3.7	-2	.	-2.2	0
C(#Cc1ccc2c(c1)COc1c3ccccc3nn1-2)c1ccccc1	-0.6	-3	.	-110	-11	1.6	3	10	0.5	13
O=C(CN1CCN(c2ccc([N+](=O)[O-])cc2)CC1)c1ccccc1	-3.9	?	-10	6	6	-0.3	-4	11	2.1	6
O=C(CSc1nnc2ccccn12)Nc1ccc(N2CCOCC2)cc1	-0.8	2	.	-10	6	0.3	1	3	-1.4	-7
O=C(c1ccco1)N1c2ccccc2Sc2ccccc21	-6.7	?	26	-3	2	0.2	0	5	2.4	-1
Cc1ccsc1/C=N/n1c(C2CCCCC2)n[nH]c1=S	0.2	0	-23	3	6	0.1	-6	7	-2.0	17
COc1ccc(S(=O)(=O)N(C)CC(=O)Nc2ccccc2SC)cc1	-6.6	8	24	3	-2	0.2	0	5	-0.5	8
Cc1[nH]c2ccccc2c1C(=O)COC(=O)Cn1c(C(F)(F)F)nc2ccccc21	-3.0	-4	1	16	-16	2.8	-6	2	0.2	7
O=C(COC(=O)C1=COCCO1)Nc1ccccc1	-0.7	-2	-9	7	0	-3.1	-2	4	.	-1
Cc1c(CCOC(=O)CC23CC4CC(CC(C)(C4)C2)C3)sc[n+]1CC(=O)c1ccccc1	-3.0	2	6	31	7	0.7	0	13	.	-3
O=C(Nc1nc2ccccc2s1)c1ccc(N2CCCCC2)c([N+](=O)[O-])c1	-3.1	-2	-2	13	-48	1.6	-6	7	.	8
Cc1nc2c(=O)[nH]c(=S)[nH]c2[nH]c1=O	4.7	1	.	-17	.	.	13	-9	-2.0	7
C=C(C)CC1(CC)C(=O)NC(=S)NC1=O	-0.9	-7	.	1	.	.	-3	-14	-0.2	2
CCOC1=C2CN(S(=O)(=O)c3ccc(C)cc3)[C@H](c3cccs3)C[C@H]2[C@H]2C(=O)N(c3ccccc3)C(=O)[C@H]2C1	-1.7	-11	.	.	.	.	-2	-5	-4.4	.
O=C1CCc2cc(NS(=O)(=O)c3ccc(F)cc3)cc3c2N1CC3	-1.4	.	.	6	2	0.7	5	-9	.	7
O=C(COc1ccc2ccccc2c1)N1CCN(CC2CC3C=CC2C3)CC1 (stereo not drawn)	-6.3	-10	17	-6	-1	0.6	2	12	-0.1	10
CCCCCCNC1=NCCS1	-1.1	-8	33	-4	2	-0.8	0	3	.	5
COc1ccc(NC(=O)CSc2nc(C3CC3)nc3ccccc23)cc1	1.2	-4	-4	-6	-15	1.6	0	21	-1.6	5
CCOC(=O)C1CCCN(S(=O)(=O)c2ccc(Br)c(OC)c2)C1 (stereo not drawn)	-2.0	-3	10	-1	2	4.1	3	8	-0.7	-1
COCCNC(=O)CN(C(=O)CCC(=O)Nc1ccccn1)c1ccc(C)cc1C	0.4	?	49	5	0	5.0	1	-11	0.0	1
Cc1ccc(CS(=O)(=O)Cc2ccc(C(=O)NC3CCCC3)o2)cc1	0.5	0	-9	2	0	1.4	-1	14	-1.9	2
CC(C)NC(=O)c1ccc(COc2ccc(C(C)(C)C)cc2)o1	-1.1	-25	14	-6	-11	-1.4	4	19	-1.6	8
Cc1ccc(C(C)C)c(OCCCN2CCc3ccccc3C2)c1	-1.1	-4	2	-3	-1	-0.9	-2	6	-1.4	6
COC(=O)c1ccc2c(=O)n(CCCCCC(=O)O)c(=S)[nH]c2c1	-1.0	-10	0	-3	-2	2.3	2	-6	.	3
CC(C)CN1C=C2C(=O)C(C)(OC(=O)C3CCCC3)C(=O)C=C2C=C1c1ccsc1 (stereo not drawn)	0.2	-26	15	3	-10	-4.3	-2	4	3.5	13
COCCN1C=C2C(=O)C(C)(OC(=O)CCC(=O)OC)C(=O)C(Br)=C2C=C1c1ccc(OC)cc1 (stereo not drawn)	-2.4	-35	.	-24	-21	0.4	-2	.	-0.4	11
Cc1ccc(S(=O)(=O)NC(CN2CCOCC2)=NCCNS(=O)(=O)c2ccccc2)cc1	-3.4	9	3	1	1	1.8	0	10	-0.6	-2
CCOCCCn1c(C)nc2c(c1=O)c1nc3ccccc3nc1n2-c1ccc2c(c1)OCCO2	.	.	50	19	5	1.3	.	.	.	.
CCO[C@H]1OC(C(=O)NCc2nc3ccccc3[nH]2)=C[C@@H](c2cn(C(C)=O)c3ccccc23)[C@@H]1CCCO	-12	-12	.	3	3	-1.2	-3	6	2.9&-3.0	9
Cc1ccc(S(=O)(=O)N2CCOCC2)cc1NC(=O)Cn1nc(C)c([N+](=O)[O-])c1C	0.2	16	.	-1	-6	-0.6	4	3	.	2
CS(=O)(=O)NCCCc1ccccc1	-3.7	-6	13	1	2	-3.5	-2	5	-1.1	-12
O=C(NC(=S)NCc1ccccc1)c1ccc(Br)o1	-4.1	-7	-40	.	-4	-3.5	2	-8	-0.2	-2
C=C(C)C(=O)Nc1nnc(-c2cccs2)s1	-4.2	-2	-4	1	0	-1.3	1	-14	.	8
CC(C)NC(=O)N(C)C[C@H]1Oc2ccc(NS(=O)(=O)c3cccs3)cc2C(=O)N([C@H](C)CO)C[C@@H]1C	0.7	2	.	4	-7	-0.7	4	-3	-1.1&0.3	5
COc1ccc(CCN2C(=O)C3C4CC(C5C(C(N)=O)=NOC45)C3C2=O)cc1OC (stereo not drawn)	-1.4	1	24	1	7	0.7	4	-1	-2.4	9
Cn1c(=O)n(C)c2cc([N+](=O)[O-])c(N3CCN(CCO)CC3)cc21	-0.5	-3	-1	9	3	1.4	-1	8	0.7	6
Cc1cccc(NC(=S)NC2CCCCCC2)c1C	-3.2	-5	-2	1	7	-0.2	-2	19	.	9
CC1=C(C(=O)NC2CC(C)(C)Cc3c2cnn3-c2ccc(C)cc2)OCCO1 (stereo not drawn)	-0.8	4	11	-1	.	2.2	1	14	20	1
CCCOc1ccc(N2CC(C(=O)Nc3ccccc3C(=O)NCc3ccco3)CC2=O)cc1 (stereo not drawn)	-0.1	-15	17	6	5	-0.4	1	1	-0.2	8
O=C(O)C1SCCN1S(=O)(=O)c1ccc2ccccc2c1 (stereo not drawn)	-1.1	2	1	5	-1	-0.9	2	-4	-3.3	7
COc1ccc(OCC(=O)N/N=C/c2ccncc2)cc1	-1.2	0	14	5	-2	5.7	5	6	6.1	2
Nc1nc2nc[nH]c2c(=O)[nH]1	-1.0	-9	.	12	7	1.5	2	.	-0.2	-6
Nc1cc(C(=O)OCC(=O)NCc2ccco2)ccc1Cl	-2.1	-2	-8	3	-6	2.6	3	-15	-0.6	-4
COCc1cc(Sc2ccc(Br)cc2)nc(-c2ccccc2)n1	-4.7	-1	10	-18	-1	3.4	-2	3	-1.2	-8
Cc1ccc(OCC(=O)NNC(=O)CCC(=O)NCc2ccccc2)cc1	-1.5	1	23	-1	2	-1.1	3	-24	-3.1	0
COc1ccc(Cl)cc1S(=O)(=O)N1CCN(C(=O)c2ccco2)CC1	-0.6	8	-19	3	7	2.6	2	11	-3.9	6
COc1cc(C(O)c2nc3ccccc3s2)cc(OC)c1OC (stereo not drawn)	24*	-24	19	12	-3	1.2	3	-11	2.3	-7
Cc1nc(NC(=O)/C=C/c2ccccc2)sc1C(=O)N1CCCCC1	0.3	-5	-15	0	3	1.5	0	8	.	15
COc1ccc(Cn2nnnc2C(c2ccccc2Cl)N2CCN(C)CC2)cc1 (stereo not drawn)	-1.2	-65	-1	10	.	.	-2	0	0.5	4

Reformatted as labelled records: two of the compounds above.
SMILES: CC1=C(C(=O)NC2CC(C)(C)Cc3c2cnn3-c2ccc(C)cc2)OCCO1 (stereo not drawn)
  FadD28 binding: -0.8 | BoNT-F LC inh: 4 | DUSP3 inh: 11 | MazF activator: -1 | Rv3671c protease: . | Mtb UGM inh: 2.2 | FBA Mtb inh: 1 | CCHFV vOTU inh: 14 | Mtb BioA inh: 20 | GDH-TPI counter: 1
SMILES: Nc1nc2nc[nH]c2c(=O)[nH]1
  FadD28 binding: -1.0 | BoNT-F LC inh: -9 | DUSP3 inh: . | MazF activator: 12 | Rv3671c protease: 7 | Mtb UGM inh: 1.5 | FBA Mtb inh: 2 | CCHFV vOTU inh: . | Mtb BioA inh: -0.2 | GDH-TPI counter: -6

Remaining list, next part
SMILES	FadD28 binding	BoNT-F LC inh	DUSP3 inh	MazF activator	Rv3671c protease	Mtb UGM inh	FBA Mtb inh	CCHFV vOTU inh	Mtb BioA inh	GDH-TPI counter
Nc1ncnc2c1ncn2[C@@H]1O[C@H](CNCC(O)CO)[C@@H](O)[C@H]1O (stereo partly drawn)	-2.8	2	.	1	.	.	-2	0	1.0	-9
CN(C)c1ccc(C2CNC(c3ccc(Cl)c([N+](=O)[O-])c3)c3[nH]c4ccccc4c32)cc1 (stereo not drawn)	-6.2	1	38	5	9	-2.8	2	14	-0.4	27
CNC(=O)c1sc(=S)n(-c2ccc(OC)cc2)c1N	0.4	-7	14	2	-13	1.5	-6	1	.	15
N#Cc1ccc(NC(=O)c2cccs2)nc1	-1.7	18	-5	5	2	-0.3	2	-3	1.7	-8
O=C(Nc1cccc(S(=O)(=O)N2CCCCC2)c1)c1ccc(Cl)nc1	-5.7	-5	.	-1	-16	-0.1	0	5	31	-5
O=C(O)C1=C[C@@H](C2CCCCC2)C[C@@H](OCc2ccc(CO)cc2)O1	-3.6	-5	26	1	3	3.7	2	0	1.4	-1
COc1c2ccoc2cc2oc(=O)ccc12	-1.5	-4	.	4	-2	.	0	-1	0.0	23
Cc1cccc2cc(COC(=O)c3ccco3)c(=O)[nH]c12	-4.8	?	13	-1	4	-0.6	8	7	5.2	3
CC1CN(C(=O)c2cc(S(=O)(=O)N3CCN(c4ccccc4)CC3)ccc2Cl)CC(C)O1 (stereo not drawn)	-3.2	.	.	0	-4	-0.9	-1	-3	.	-1
COc1cc(/C(C)=N/NC(=O)C(O)(c2ccccc2)c2ccccc2)ccc1O	-4.4	6	33	3	0	4.0	0	11	.	2
Cc1noc(C)c1COc1ccccc1C(=O)N(C)Cc1ccc(C(C)(C)C)cc1	.	-4	.	1	2	-4.3	1	4	1.9	-1
C=CCc1ccc(OCc2ccc(C(=O)Nc3ccc(NC(C)=O)cc3)o2)c(OC)c1	-3.3	-9	24	4	4	0.1	-1	-11	-1.2	10
C[n+]1ccc(-c2ccncc2)cc1	-1.4	9	18	-10	3	-2.3	0	6	-1.1	15

Assay outcomes as filed in PubChem BioAssay.
